From PubChem
H9c2 TAG inh: reduces triacylglycerol accumulation in H9c2 cells; inhibition, % at 12.5 µM; 0.66% of 230,000 active; Nile Red lipid (TAG) fluorescence; cells loaded with 200 µM oleic acid;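 active = pattern-corrected inhibition of lipid staining of at least 50% with the nuclear-stain viability signal not falling by more than 50%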;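 also: 0% = DMSO wells and 100% = triacsin C control wells; some results filed as inactive read as strong as hits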
H9c2 TAG inh DAPI viability: also measured in H9c2 TAG inh; calls as there; DAPI nuclei signal change (viability), lower = more cytotoxic, %;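 whole-well DAPI fluorescence read on a plate reader as a viability signal; minus 50 percent equals half of cells still viable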
Numbers without * were called inactive. The list is partial. The share of hits here may be higher or lower than overall.

Molecule	H9c2 TAG inh	H9c2 TAG inh DAPI viability
Cc1csc(NC(=O)/C=C/c2ccc3c(c2)OCO3)n1	-1	0
O=S(=O)(c1ccc(F)c(F)c1F)N1CCN(C(=S)Nc2ccccc2)CC1	-23	6
COc1ccccc1N(C)S(=O)(=O)c1ccc(Cl)c(C(=O)NNC(=O)c2ccccc2O)c1	-7	-14
Cc1ccc2c3c([nH]c2c1)C(=O)CC(C)(C)S3	-6	12
COc1ccc(-c2cc(C(=O)N3CCCC3)c3ccccc3n2)cc1OC	6	-1
CCc1cc2c(NCc3ccco3)ncnc2s1	-32	14
CS(=O)(=O)N(CC(=O)NC1CCCC1)c1ccc(Oc2ccccc2)cc1	-12	-1
Cc1cc(C)c(C)c(S(=O)(=O)N2CCN(C(=O)CCc3nc4ccccc4c(=O)[nH]3)CC2)c1C	17	-7
COc1cc(Nc2ccn3nccc3n2)cc(OC)c1OC	5	-7
CC(=O)OC(C)C1C2=C(C(=O)CC1(C)O)C(=O)c1c(ccc(-c3ccc4c(c3O)C(=O)C3=C(C4=O)C(C(C)OC(C)=O)C(C)(O)CC3=O)c1O)C2=O (stereo not given)	23	-2
Cc1cccc(C)c1NC(=S)N(Cc1ccco1)C1CCN(C(C)C)CC1	8	2
Cc1nc(SCCO)c([N+](=O)[O-])[nH]1	3	3
O=C(CN1CCOCC1)Nc1ccc([N+](=O)[O-])cc1Br	6	2
O=C(Nc1cc(-c2ccccc2)[nH]n1)c1ccccc1F	-15	9
CCOC(=O)C1=CNS(=O)(=O)NC1c1ccccc1 (stereo not given)	-14	7
COc1cccc(-c2cc(NC(C)=O)c3ncc(-c4cccc(C(C)=O)c4)n3c2)c1	-2	-2
COc1ccc(C(CNC(=O)c2ccc(S(=O)(=O)N3CCCC3)cc2)N2CCOCC2)cc1 (stereo not given)	2	-10
COc1cccc(C2c3[nH]c4ccccc4c3CCN2Cc2cnn(C)c2)c1 (stereo not given)	1	11
O=C(O)c1cccc(N/N=C/c2cn(-c3ccccc3)nc2-c2cccs2)c1	0	-5
Cc1ccc(C(=O)N2CCC3CC2c2cc(-c4ccc5c(c4)OCO5)ccc23)cc1 (stereo not given)	-36	-1
COc1ccc(S(=O)(=O)N2CCOCC2)cc1NC(=O)c1ccncc1	3	6
O=C(CN1CCN(Cc2ccccc2)CC1)N/N=C/C=C/c1ccccc1[N+](=O)[O-]	12	8
O=C(O)c1ccc(CNCc2cccc(Cl)c2Cl)cc1	-8	2
OCC[C@@H]1C[C@H](O)[C@@H](O)[C@@]2(CCCc3ccccc3O2)O1	-8	-5
O=C(CSc1ncccn1)N/N=C/c1ccc2c(c1)OCO2	0	5
O=C(COC(=O)c1ccc(O)cc1)NC(=O)NCc1ccccc1	-15	-3
Cc1c(-c2nnnn2-c2ccc(F)cc2)cnc2cc3c(cc12)OCO3	-13	-3
Cc1nnsc1C(=O)N1CCC(C(=O)c2ccccc2)CC1	-4	-3
CCCC(=O)c1cc(-c2nc3ccccc3n2C)n(C)c1	10	-5
COc1ccccc1N1CCN(C(c2ccc(C)cc2)c2nnnn2C(C)C)CC1 (stereo not given)	3	3
Cc1ccc(S(=O)(=O)Nc2c(C)n(C)n(-c3ccccc3)c2=O)cc1C(=O)NCc1ccco1	9	1
COc1ccc(C(=O)CSc2nnc(-c3ccccc3)o2)cc1	-6	3
CC(C)(C)n1nc2c(c1NC(=O)c1ccco1)CS(=O)C2 (stereo not given)	-31	5
COc1cccc(NS(=O)(=O)CC23CCC(CC2=O)C3(C)C)c1 (stereo not given)	-10	-22
COc1ccc(Cl)cc1S(=O)(=O)N1CCC(C(=O)NC2CC2)CC1	-4	14
O=C(COc1cc(F)ccc1[N+](=O)[O-])NCC1CCCO1 (stereo not given)	-3	1
Cc1ccc(/C(O)=C2\C(=O)C(=O)N(CC(C)O)C2c2ccccn2)cc1 (stereo not given)	11	-2
O=C(Nc1cc(C(F)(F)F)ccc1-n1cncn1)c1cn2ccccc2n1	7	-5
CCOC(=O)c1c(NC(=O)CSc2nnc(C)s2)sc2c1CCC(CC)C2 (stereo not given)	25	6
COc1ccc(S(=O)(=O)N2CCN(C(=O)CCCN3C(=O)NC4(CCCC4)C3=O)CC2)cc1	3	4
CCCOc1ccc(/C(O)=C2/C(=O)C(=O)N(CCCn3ccnc3)C2c2ccc(C)o2)cc1 (stereo not given)	-2	4
COc1ccc(NS(=O)(=O)c2ccc(N3CCOCC3)c(NC(=O)c3ccccc3Br)c2)cc1	25	-10
Cc1ccc(-c2nn(CC(=O)NCc3ccco3)c(=O)c3ccccc23)cc1	-8	-3
COc1cc(OC)cc(C2=NCCN2)c1	5	-13
CC1(C)C2CCC1(C)C(OC(=O)C[n+]1ccccc1N)C2 (stereo not given)	1	0
Cc1cc2c(cc1S(=O)(=O)NCc1ccccc1)OCC(=O)N2	-5	-1
CN(Cc1ccccc1)C(=O)c1cccc(NC(=O)Cc2ccc(NC(=O)C3CCCN(C(=O)C4CCC4)C3)cc2)c1 (stereo not given)	-13	9
COc1ccc(CNc2nc3c(c(=O)[nH]c(=O)n3C)n2Cc2ccccc2C)cc1	-7	-3
CC(C)Cn1c(SCC(=O)Nc2cc(Cl)c(Cl)cc2Cl)nc(O)cc1=O	-3	6
CC(=O)Oc1ccc2ccc3ccc(C(C)=O)cc3c2c1	-1	2
COc1ccc(C(=O)Nc2nc(C)cs2)cc1S(=O)(=O)N1CCCC1	-3	-3
CC(=O)c1ccc(OCCCC(=O)Nc2cc(S(=O)(=O)N3CCCCC3)ccc2C)cc1	-29	1
N#CC(C#N)=C(Nc1ccccc1)c1ccccc1	2	1
O=C(CSc1nc2ccccc2o1)c1cc2ccccc2oc1=O	-8	17
O=C(Nc1ccnn1C1CCN(Cc2cccc(OCCO)c2)CC1)C1CC1	11	-2
COc1ccc(C2/C=C\CN(S(=O)(=O)c3ccc(-c4ccccc4)cc3)CC(=O)N2Cc2ccc(F)cc2)cc1 (stereo not given)	-17	-4
CCOc1cc(C(=O)NC(=S)Nc2cccnc2)cc(OCC)c1OCC	10	-6
Cn1cc[nH]c1=S	0	-4
COC(=O)c1ccc(Nc2c([N+](=O)[O-])c(=O)oc3ccccc23)cc1	16	-3
O=C(OCc1cn([C@@H]2CN(Cc3cccs3)[C@@H](c3ccc(Cl)cc3)C[C@H]2O)nn1)c1ccccc1	2	4

Record cards (already shown).
Entry for `COc1cc(OC)cc(C2=NCCN2)c1` : H9c2 TAG inh: 5; H9c2 TAG inh DAPI viability: -13
Entry for `Cn1cc[nH]c1=S` : H9c2 TAG inh: 0; H9c2 TAG inh DAPI viability: -4

Three structures from above, ordered by number of heavy atoms, high to low:
Molecule	H9c2 TAG inh	H9c2 TAG inh DAPI viability
COc1ccc(NS(=O)(=O)c2ccc(N3CCOCC3)c(NC(=O)c3ccccc3Br)c2)cc1	25	-10
CC(=O)c1ccc(OCCCC(=O)Nc2cc(S(=O)(=O)N3CCCCC3)ccc2C)cc1	-29	1
COc1ccc(C(=O)CSc2nnc(-c3ccccc3)o2)cc1	-6	3

New compounds follow.
Order of values – H9c2 TAG inh	H9c2 TAG inh DAPI viability
- CCCc1nnc(NC(=O)CCC(=O)N2CCN(c3nc(C)cc(C)n3)CC2)s1
    -4	-3
- O=C(OCc1ccc(COC(=O)c2cccnc2Cl)cc1)c1cccnc1Cl
    -4	5
- COc1ccc(N(C(C)C(=O)N/N=C/c2ccc(OCC(C)C)cc2)S(C)(=O)=O)cc1 (stereo not given)
    2	2
- CCCCN(CCCC)Cc1ccc(C(=O)NNC(=O)Nc2ccccc2)o1
    -8	1
- O=C(COC(=O)c1cccs1)Nc1cc(S(=O)(=O)N2CCOCC2)ccc1Cl
    16	1
- CC1CC(C)CN(C(=O)C2CCCN(S(=O)(=O)c3cccc4nonc34)C2)C1 (stereo not given)
    -4	11
- CC(=O)c1ccc2noc(-c3ccc(C)cc3)c2c1
    -3	-13
- CCCOc1ccc(S(=O)(=O)NCCCN2CCOCC2)c2ccccc12
    15	7
- COc1ccc(CCNC(=O)CN(c2ccc(C)cc2)S(=O)(=O)c2c(C)noc2C)cc1OC
    13	15
- CCOC(=O)N1CCN(C(=O)c2oc(=O)c3ccccc3c2-c2ccc(C)cc2)CC1
    -6	10
- Cc1cc2[nH]c(=O)c(=O)[nH]c2cc1S(=O)(=O)N1CCC(C)CC1
    -6	-3
- Cc1ccccc1NC(=O)C1CCN(C2=NS(=O)(=O)c3ccccc32)CC1
    -1	-1
- Cc1ccc(-c2nc3ncccc3o2)cc1NC(=O)c1cccnc1
    2	-9
- COc1ccc(/C(C)=N\NS(C)(=O)=O)c(OC)c1
    0	2
- COCCCNC(=S)N/N=C/c1ccccc1O
    -2	-5
- COc1cc(NC(=O)Cn2ncc(Cl)c(Cl)c2=O)c(C)cc1[N+](=O)[O-]
    46	-15
- CCN1CCN(c2c(Cl)cccc2NC(=O)c2ccc3c(c2)OCCO3)CC1
    24	18
- CSc1nc(NS(=O)(=O)c2cc(C)c(Cl)cc2Cl)nn1C
    -4	0
- Cc1ccc2c(C)c(C(=O)N3CCN(c4ncccn4)CC3)oc2c1C
    -25	7
- O=C(CCn1nnc2ccccc21)NNC(=O)C1CCCCC1
    20	-12
- Cc1ccc[n+](CC(=O)N2CCCCC2)c1C
    2	-6
- CCN(CC(=O)NC1CCS(=O)(=O)C1)C(=O)c1ccc(S(=O)(=O)N(CC)CC)cc1 (stereo not given)
    5	6
- Cc1cc(Sc2nc(NC(C)C)nc(NC(C)C)n2)nc(Cl)n1
    1	0
- CCCC(=O)Nc1nnc(-c2ccco2)s1
    -30	1
- O=C(Cc1ccc([N+](=O)[O-])cc1)NCC1CCCO1 (stereo not given)
    -13	14
- Cc1ccc(Nc2nc(-c3sc(N)nc3C)cs2)cc1
    20	-3
- CN(C)/C=C1/Sc2ccccc2C1=O
    -10	-15
- COc1ccc(Br)cc1C(=O)Nc1cccc2ncccc12
    6	21
- O=C1NC(=O)/C(=C\c2ccc(OCc3cnc(Cl)s3)cc2)S1
    13	-8
- Cc1ccc(CC#N)c(-c2c(CC#N)ccc(C)c2C)c1C
    7	-3
- COc1ccc(Cl)cc1NC(=O)COC(=O)C1CC(=O)N(Cc2ccccc2)C1 (stereo not given)
    -8	1
- C[C@H](CO)N1C[C@H](C)[C@@H](CN(C)Cc2ccc3c(c2)OCO3)Oc2c(NC(=O)C3CCCCC3)cccc2C1=O
    -27	11
- COc1cc(S(=O)(=O)NCC2(N3CCCCC3)CCCCC2)ccc1NC(C)=O
    0	2
- Cc1cc(NC(=O)C2C3C(=O)N(Cc4ccc(Cl)cc4)C(C(=O)NC(C)(C)C)C34C=CC2(C)O4)no1 (stereo not given)
    -16	1
- CC(C)(C)c1csc(NC(=O)Cn2c(=O)oc3ccccc32)n1
    -9	14
- CCN(CC(=O)Nc1ccc(NC(C)=O)cc1)C(=O)c1cccc(S(=O)(=O)N2CCc3ccccc3C2)c1
    -3	0
- Cc1ccc(-n2c(SCC(=O)NCC3CCCO3)nc3ccccc3c2=O)cc1C (stereo not given)
    4	1
- COc1ccccc1-c1cnc(C(O)c2ccc(CN3CCCCC3)cc2)[nH]1 (stereo not given)
    9	-3
- COc1ccc(/C=N/n2cnnc2SCCO)cc1OC
    7	3
- CCOC(=O)C(CCCOc1cccc(CC)c1)C(=O)OCC
    -10	4
- COc1cc([C@H]2[C@@H]3CCCC[C@]3(O)CCN2CC(=O)Nc2ccc(C)cc2C)ccc1O
    0	12
- CCN(CCC#N)c1ccc(/C=N/Nc2nc(C)cc(=O)[nH]2)c(C)c1
    9	11
- O=c1c2oc3ccccc3c2ncn1Cc1ccccc1F
    -13	-1
- Cc1cc2nn(-c3cccc4ccccc34)nc2cc1N
    28	15
- CCOC(=O)c1ccc(NC(=O)CC2COc3ccccc3O2)cc1 (stereo not given)
    6	4

In the list so far, 2 contain a COOH group:
Order of values – H9c2 TAG inh	H9c2 TAG inh DAPI viability
- O=C(O)c1cccc(N/N=C/c2cn(-c3ccccc3)nc2-c2cccs2)c1
    0	-5
- O=C(O)c1ccc(CNCc2cccc(Cl)c2Cl)cc1
    -8	2

The results go on:
Order of values – H9c2 TAG inh	H9c2 TAG inh DAPI viability
- NC(=O)c1ccc2c(=O)n3c(-c4cccs4)csc3nc2c1
    20	1
- N#Cc1c(-c2ccco2)c2c([nH]c1=S)CCCC2
    1	14
- CCc1ccc(OC(C)C(=O)Nc2ccccc2C(=O)N2CCOCC2)cc1 (stereo not given)
    0	2
- N#Cc1cccc(NC(=O)CN2C(=O)NC3(CCCCCC3)C2=O)c1
    -2	3
- CC(=O)Nc1ccc(Sc2ccc([N+](=O)[O-])o2)cc1
    63*	-45*
- CCCCn1c(N)c(N(CC(C)C)C(=O)C2CC(=O)N(c3ccc(CC)cc3)C2)c(=O)[nH]c1=O (stereo not given)
    1	-2
- O=C(Nc1ccc(-c2cnco2)cc1)c1ccccc1
    2	-6
- COCCn1c(SCC(=O)Nc2ncc(Cl)c(C)c2Cl)nc2ccccc21
    4	-7
- O=C1c2ccccc2NC(c2ccc3c(c2)OCO3)N1O (stereo not given)
    -12	8
- N#Cc1cc(N)ccc1Sc1ccc(Cl)cc1
    -38	0
- CN(C)c1nc(N(C)C)nc(N2CC(CCl)OC2=N)n1 (stereo not given)
    -2	-7
- O=C(O)c1ccc(CNC(=O)c2ccccc2NC(=O)c2cccc([N+](=O)[O-])c2)cc1
    -9	6
- CCOc1cc(CNn2cnnc2SCC(=O)NC(C)(C)C)ccc1OCC(=O)NC(C)(C)C
    7	-1
- CSc1ccccc1NC(=O)COC(=O)c1c[nH]c(=O)[nH]c1=O
    0	1
- O=C(O)CSc1ncnc2scc(-c3ccccc3)c12
    2	-6
